High-throughput results: PubChem, Broad Institute
ERAP1 inh: blocks human ERAP1 aminopeptidase activity. Q9NZ08. recombinant ERAP1, Leu-AMC fluorescence, 60 min. inhibition, % at 10.7 µM. hit rate 0.15% among 340,000. AID 652197;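 active = mean replicate inhibition of at least 30%, or all replicates individually reaching that 30% level; inactive = mean below 30% and not every replicate reaching it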;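 note: 0% = neutral control wells and 100% = L-leucinethiol positive control wells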
RAD54 branch: RAD54 (human) branch migration inhibition. Q92698. RAD54 Holliday junction branch migration, FAM/BHQ fluorescence. inhibition, % at 10.4 µM. hit rate 0.14% among 360,000. AID 602329;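 active = mean normalized replicate activity at least 40 and at least half of replicates scoring 40 or more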;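 note: 0% = median of neutral control wells and 100% = median of positive control wells; inhibitors cause a drop in the FAM fluorescence signal; in these data hits start at about 50%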
Target sequence (Q92698 whole entry, looked up): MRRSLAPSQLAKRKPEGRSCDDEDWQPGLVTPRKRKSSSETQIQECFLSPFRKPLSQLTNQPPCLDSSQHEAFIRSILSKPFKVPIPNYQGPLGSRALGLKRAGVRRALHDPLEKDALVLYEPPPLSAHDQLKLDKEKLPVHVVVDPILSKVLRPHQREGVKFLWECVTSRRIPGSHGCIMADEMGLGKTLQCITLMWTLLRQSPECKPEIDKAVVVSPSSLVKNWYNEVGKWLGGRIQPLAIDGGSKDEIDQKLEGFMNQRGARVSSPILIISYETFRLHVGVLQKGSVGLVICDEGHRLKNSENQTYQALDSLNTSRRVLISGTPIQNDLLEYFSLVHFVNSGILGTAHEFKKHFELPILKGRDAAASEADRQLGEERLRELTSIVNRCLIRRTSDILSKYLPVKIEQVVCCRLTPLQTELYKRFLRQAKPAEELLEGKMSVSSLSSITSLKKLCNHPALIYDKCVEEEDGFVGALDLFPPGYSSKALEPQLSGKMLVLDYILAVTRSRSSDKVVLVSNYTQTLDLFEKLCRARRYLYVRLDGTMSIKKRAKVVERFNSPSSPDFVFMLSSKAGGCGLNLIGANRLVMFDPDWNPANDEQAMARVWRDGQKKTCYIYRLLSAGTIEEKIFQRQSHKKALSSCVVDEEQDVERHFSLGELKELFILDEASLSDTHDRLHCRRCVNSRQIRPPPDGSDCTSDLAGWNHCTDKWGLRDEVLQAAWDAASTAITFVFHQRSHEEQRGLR
RAD52 anneal inh: inhibitors of human RAD52 DNA annealing | P43351 | recombinant RAD52 DNA annealing, FRET fluorescence | inhibition, % at 18.7 µM | hit rate 0.46% among 360,000 | AID 651710;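 active = every replicate showing at least 50% inhibition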
S100A4 inh HTS: S100A4-myosin IIA interaction inhibition; inhibition, % at 10.7 µM; hit rate 0.14% among 360,000; P26447; S100A4/TAMRA-MyoIIA peptide fluorescence polarization;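 active = mean inhibition of at least 70% across replicates, with every replicate also reaching that level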
Target sequence (P26447 whole entry, looked up): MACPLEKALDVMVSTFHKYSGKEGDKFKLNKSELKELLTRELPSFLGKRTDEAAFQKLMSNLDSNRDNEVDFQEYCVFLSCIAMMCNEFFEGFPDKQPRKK
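Material: human S100A4 monomer with TAMRA-labelled myosin IIA peptide; buffer or medium: HEPES pH 7.2 with CaCl2, KCl, NaCl, DTT, Triton; compound dosing: one concentration per compound; schedule: 5 min incubation before reading; benchmarks: neutral control DMSO, positive control TFP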
ERp5 block: blocks human ERp5 reductase activity on insulin | Q15084 | ERp5 insulin aggregation, absorbance 650 nm, 90 min | inhibition, % at 9.99 µM | hit rate 0.05% among 350,000 | AID 651711;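 active = mean replicate inhibition above about 25%, with every replicate also reaching it, limit read from the data, passing the limit was not always enough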
Xi reactivation: reactivates the inactive X chromosome in mouse fibroblasts; hit rate 0.055% among 360,000; activation, % at 7.58 µM; XiGFP mouse fibroblasts, % GFP-positive cells imaging, 3 d; cells co-treated with 5-aza-dC sensitizer; scaled so ellipticine positive control = 100%;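 active = mean normalized replicate activation at least 10% and every replicate at or above 10%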;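 note: 0% = median of on-plate neutral control wells and 100% = ellipticine 6 µM median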
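Material: SV40-immortalized XiGFP fibroblast cells, line 68-5-11 | Buffer or medium: DMEM containing 5-aza-dC | Dosing: One concentration, pinned | Times: 3 d treatment, 15 min room-temperature fixation | Controls: Ellipticine 6 µM positive control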
E-selectin induc: E-selectin induction on HUVECs. P16581. activation, % at 7.58 µM. HUVEC E-selectin immunofluorescence imaging; normalized: neutral wells 0, TNF-alpha wells 100. hit rate 0.37% among 260,000. AID 686992;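 active = mean E-selectin-positive cell signal at least 10% of the positive control, reached in at least 60% of replicates, without over 20% cell loss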;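 note: in these data hits start at about 27%; measured in HUVEC primary endothelial cells; signal is the percent of cells scored E-selectin positive by PE staining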
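Assay system: HUVEC, human umbilical vein endothelial cells / Amount: 3,000 HUVEC/well / Controls: TNF-alpha positive control, DMSO neutral control / Compound dosing: single concentration / Medium: EGM-2 over gelatin coat / Evaluation: percent E-selectin-positive cells / Signal: immunofluorescence imaging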
esBAF inh: blocks esBAF chromatin remodeling in mouse ES cells. Bmi1-luciferase knock-in reporter, 24 h; 100% = twice the neutral-well signal. reporter increase, % at 12.5 µM. hit rate 2% among 350,000. AID 602393; in the data active = activation above about 40%;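 note: 0% = median of the plate's neutral control wells and 100% = double that signal; a rise in the Bmi1 reporter signal indicates esBAF inhibition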
The depositor's hits bear a star; x = no result given; & = joins results of further samples.

SMILES	ERAP1 inh	RAD54 branch	RAD52 anneal inh	S100A4 inh HTS	ERp5 block	Xi reactivation	E-selectin induc	esBAF inh
Cc1ccc(S(=O)(=O)N2CCN(C(=O)[C@H](Cc3ccccc3)NC(=O)c3ccco3)CC2)cc1C	1	-1	-11	8	-3	0.1	-0.5	13
O=C(Cn1nnc(-c2ccccc2F)n1)NCc1ccco1	-5	x	-13	7	6	-0.1	-0.1	x
O=C(C1CCOCC1)N1CC(=O)N2[C@H](CO)[C@@H](c3ccc(/C=C/c4ccccc4)cc3)[C@@H]2C1	3	x	12	-1	-1	0.0	0.0	x
COc1ccc(NC(=O)N(C)C[C@H]2Oc3c(NC(=O)c4ccc(-c5nccs5)cc4)cccc3C(=O)N([C@@H](C)CO)C[C@@H]2C)cc1	-1	1	5	-2	5	-0.7	-1.7	0
O=C(NCC[C@@H]1CC[C@H](NC(=O)c2cccnc2)[C@@H](CO)O1)Nc1ccc(C(F)(F)F)cc1	-2	-3	7	2	7	-0.3	-0.2	-1
CC1CCCC(NC(=O)Cn2cc(Br)ccc2=O)C1C (stereo unspecified)	0	4	1	1	-1	-0.1	x	-2
CCN1CCc2c(sc(NC(=O)c3cc4ccccc4cc3OC)c2C(N)=O)C1	2	28	76*	-12	-1	0.0	0.0	x
CCNC(=O)C[C@H]1CC[C@H]2[C@H](COc3ccc(NC(=O)Nc4cccc(F)c4)cc3C(=O)N2C)O1	1	-3	-3	-7	11	0.0	0.0	-5
C[C@H]1CN([C@@H](C)CO)C(=O)c2cccc(NC(=O)c3ccncc3)c2O[C@@H]1CN(C)Cc1ccc(Oc2ccccc2)cc1	0	-6	-13	22	-6	x	x	0
COc1ccc(-n2ncc3c2CC(C)(C)CC3NC(=O)c2ccnn2C)cc1 (stereo unspecified)	-4	-2	0	-1	3	0.0	x	20
COc1ccc(-c2nn(-c3ccccc3)cc2CNC[C@H]2O[C@@H](n3ccc(=O)[nH]c3=O)[C@H](O)[C@@H]2O)cc1	-1	11	-24	-11	3	0.1	x	1
Cn1nc(C(C)(C)C)cc1C(=O)N1CCCC(c2cc(C(=O)Nc3ccccc3Cl)no2)C1 (stereo unspecified)	0	-13	-18	8	2	0.1	-0.1	0
COc1ccc(CN(C)C[C@@H]2Oc3c(NC(=O)Nc4ccc(F)cc4)cccc3C(=O)N([C@H](C)CO)C[C@@H]2C)cc1	1	-5	5	-5	-2	-0.1	-22	-2
O=C1C2C3C=CC(CC3)C2C(=O)N1c1ccccc1 (stereo unspecified)	0	1	-15	-3	3	0.0	0.0	3
Cc1cc(=O)oc2cc(O)c(N=Nc3ccccc3)cc12	0	-9	-12	-2	-8	0.0	4.7	39
CCOC(=O)c1c(C)[nH]c(C)c1S(=O)(=O)N1CCN(c2ccc([N+](=O)[O-])cc2)CC1	-1	-8	-6	10	0	0.1	x	-1
CCOC(=O)N1C(=O)NC(=O)C1c1ccc(Cl)cc1 (stereo unspecified)	2	x	-10	-3	2	0.0	-0.2	x
Cc1cccc(NC(=O)C(=O)NCCCN2CCOCC2)c1	-2	x	2	-5	1	0.0	x	x
CCNC[C@@H]1[C@H](c2ccc(-c3ccc(F)cc3)cc2)[C@H](CO)N1S(C)(=O)=O	-2	1	-157	-6	1	0.1	-0.1	-1
C[C@H](CO)N1C[C@H](C)[C@@H](CN(C)C(=O)Nc2cccc3ccccc23)Oc2ccc(NC(=O)Cc3cn(C)c4ccccc34)cc2C1=O	4	2	3	6	-5	-0.1	x	4
CCN(CC)P(=O)(Nc1ccc(Br)cc1)c1c(C)nn(CCC#N)c1NC(=O)c1ccc(Cl)cc1 (stereo unspecified)	-2	-1	-11	-5	2	0.4	50*	11
COc1ccc(C#Cc2ccc3c(c2)O[C@@H](CN(C)C(=O)CN2CCOCC2)[C@@H](C)CN([C@H](C)CO)S3(=O)=O)cc1	-2	1	-37	4	-1	0.6	0.0	7
Cc1cccc(-c2n[nH]c(=S)n2/N=C/c2ccco2)c1	x	-5	-27	3	2	0.0	x	-5
CC(C)[C@H](NC(=O)[C@@H]1Cc2c([nH]c3ccccc23)C2c3ccccc3C(=O)N21)C(=O)NCC1CCCO1 (stereo partly specified)	1	7	-1	-3	2	x	x	-3

3 successive records out of the list so far, for reference:
SMILES	ERAP1 inh	RAD54 branch	RAD52 anneal inh	S100A4 inh HTS	ERp5 block	Xi reactivation	E-selectin induc	esBAF inh
Cc1ccc(S(=O)(=O)N2CCN(C(=O)[C@H](Cc3ccccc3)NC(=O)c3ccco3)CC2)cc1C	1	-1	-11	8	-3	0.1	-0.5	13
O=C(Cn1nnc(-c2ccccc2F)n1)NCc1ccco1	-5	x	-13	7	6	-0.1	-0.1	x
O=C(C1CCOCC1)N1CC(=O)N2[C@H](CO)[C@@H](c3ccc(/C=C/c4ccccc4)cc3)[C@@H]2C1	3	x	12	-1	-1	0.0	0.0	x

(listing goes on)
SMILES	ERAP1 inh	RAD54 branch	RAD52 anneal inh	S100A4 inh HTS	ERp5 block	Xi reactivation	E-selectin induc	esBAF inh
Cc1ccccc1CC1(CO)CCCN(C(=O)c2ccc(F)cc2)C1 (stereo unspecified)	-6	0	-6	-8	-2	0.2	x	8
Cc1nc2ccc(C(=O)N(C)CC3CCCN(CCc4ccc(Cl)cc4)C3)cc2[nH]1 (stereo unspecified)	-4	12	-5	0	0	0.0	x	-2
COc1cccc(C(=O)Nc2ccc3c(c2)OC[C@@H](C)N(C)C[C@H](C)[C@H](OC)CN(C)C3=O)c1	1	4	1	-12	1	0.1	0.0	2
CNC[C@H]1Oc2cc(-c3ccc(OC)cc3)ccc2S(=O)(=O)N([C@H](C)CO)C[C@@H]1C	-2	11	0	-9	2	-1.2	0.4	0
CC(=O)Oc1cccc(C(=O)Nc2ccc(NC(=O)c3cccs3)cc2)c1	-2	14	-5	0	-4	0.0	0.0	x
CN1C(=O)c2cc(NC(=O)c3cnccn3)ccc2OC[C@@H]2O[C@@H](CC(=O)N[C@@H]3CCN(Cc4ccccc4)C3)CC[C@H]21	-5	10	16	-28	-4	0.0	0.1	-3
O=C(c1ccc(Cl)c(Cl)c1)N1CCC(O)(CN2CCOCC2)CC1	x	x	-7	0	1	0.1	-0.9	x
O=C(COC(=O)/C=C/c1cccc(F)c1)Nc1ccccc1	3	7	-23	-3	-1	0.0	x	0
C[C@H](CO)N1C[C@H](C)[C@@H](CN(C)Cc2cccnc2)Oc2cc(Br)ccc2S1(=O)=O	3&2	0&-5	-3&14	-54&4	-6&3	0.0	-0.3	1&-4
O=C(Cc1ccc(Cl)c(Cl)c1)Nc1cccnc1	-2	3	-8	-1	3	0.0	0.1	11
CC(OC(=O)CN1C(=O)NC2(CCCC2)C1=O)C(=O)c1ccc(C(C)(C)C)cc1 (stereo unspecified)	0	x	-8	0	4	0.1	x	1
O=C(CSc1nnc(NC(=O)c2ccc(F)cc2)s1)NCc1ccco1	-3	-2	-8	0	-11	-0.1	0.1	x

Records listed so far marked active in RAD52 anneal inh:
Structure,ERAP1 inh,RAD52 anneal inh,S100A4 inh HTS,ERp5 block,esBAF inh
CCN1CCc2c(sc(NC(=O)c3cc4ccccc4cc3OC)c2C(N)=O)C1,2,76*,-12,-1,x

The list continues.
SMILES	ERAP1 inh	RAD54 branch	RAD52 anneal inh	S100A4 inh HTS	ERp5 block	Xi reactivation	E-selectin induc	esBAF inh
CN1CCN(/N=C/c2ccc(N(C)c3ccccc3)cc2)CC1	-4	3	-17	-6	1	0.2	3.5	-4
CC(C)CC1C(=O)N(Cc2cn(CCC3OCCCO3)nn2)CCS(=O)(=O)N1Cc1ccc(-c2ccc(Cl)nc2)cc1 (stereo unspecified)	3	5	-6	3	5	0.0	-0.1	58*
Cc1ccc(S(=O)(=O)N(C)C[C@@H]2OCCCC[C@H](C)Oc3ccc(NC(=O)NC(C)C)cc3C(=O)N([C@@H](C)CO)C[C@@H]2C)cc1	1	-6	22	4	0	0.2	-0.1	-3
COCCNC(=O)C[C@H]1C[C@@H]2c3cc(NC(=O)C4CCOCC4)ccc3O[C@@H]2[C@@H](CO)O1	5	-1	-9	3	4	-0.1	0.5	-5
COc1ccc(N(C(=O)c2ccco2)C(C(=O)NC2CCCC2)c2ccccc2)cc1 (stereo unspecified)	-4	-2	3	-9	-4	0.1	x	2
CN1CCN(C(CNS(=O)(=O)c2cccs2)c2cccnc2)CC1 (stereo unspecified)	-1	-7	-13	1	-2	-0.3	0.0	-1
O=C(OCC(=O)c1c[nH]c2ccccc12)c1ccc(F)c(S(=O)(=O)N2CCOCC2)c1	-2	5	-43	0	3	0.0	0.6	4
O=C(CN1C2CCCC1CC(NC(=O)C1CCCCC1)C2)Nc1ccccc1C(F)(F)F (stereo unspecified)	-1	0	4	-10	4	0.0	-0.3	8
COCC(=O)N1[C@@H](CO)[C@@H](c2ccccc2)C12CN(C(=O)c1ccc(F)cc1)C2	-2	x	-7	-8	2	0.0	0.0	x
O=[N+]([O-])c1cccc(-c2noc(COc3ccccc3)n2)c1	-3	x	-9	8	2	0.0	-2.3	x
COc1cccc(CNc2ccc(F)c(Cl)c2)c1OC	-3	0	-17	-6	3	x	x	20
O=C(NC(Cc1ccccc1)C(=O)O)/C(=C/c1cccc(Br)c1)NC(=O)c1ccco1 (stereo unspecified)	-1	-18	-20	-11	1	0.0	0.0	-2
COc1cc(C(=O)NCCc2cn3ccc(C)cc3n2)cc(OC)c1OC	4	4	-3	-6	3	0.3	-0.1	-6
O=C(NCc1ccccc1)C(c1ccccc1)N(C(=O)c1csnn1)C1CC1 (stereo unspecified)	-2	x	5	-16	-12	0.0	-1.7	x
C[C@@H]1CN([C@@H](C)CO)S(=O)(=O)c2ccc(C#Cc3cccnc3)cc2O[C@H]1CN(C)CC1CCOCC1	3	-6	4	-4	6	-1.0	-0.6	4
Cc1ccc(C(=O)N2CCCC2(C)C(=O)NCC(C)C)cc1F (stereo unspecified)	0	-4	-46	0	1	0.0	-0.1	0
CO[C@H]1CN(C)C(=O)c2ccc(NC(=O)C3CC3)cc2OC[C@@H](C)N(Cc2cccc(F)c2)C[C@@H]1C	x	-2	x	x	x	0.3	-0.2	3
O=C(NCCSCc1ccco1)c1ccc(=O)[nH]c1	5	5	-9	-2	0	0.0	-0.4	-7
CCCCNC(=O)C(NC(=O)c1ccc2c(c1)OCO2)C(=O)c1ccccc1 (stereo unspecified)	-3	x	-19	-1	5	0.1	0.1	x
Cc1ccc(C)c(NC(=O)CCCCCN2C(=O)[C@@H]3Cc4ccccc4CN3C2=O)c1	-4	6	-15	-10	-2	0.4	x	-1
Cc1ccc(-c2nnc3n2N=C(c2ccc(Br)cc2)CS3)cc1	-1	7	-2	2	5	0.2	0.2	-6
O=C(COC(=O)c1ccncc1)NCCCc1ccccc1	-4	x	-10	4	7	0.0	-0.3	x
CCOc1ccc(NC(=O)COC(=O)CN2CCCCCC2=O)cc1	4	x	0	-12	-4	0.1	0.1	x
O=C(NC(Cc1ccccc1)C(=O)O)/C(=C\c1ccccc1)NC(=O)c1ccc(Br)o1 (stereo unspecified)	2	9	-15	-1	13	0.1	-0.1	-1
CC(CC1CC(C)(C)OC1=O)C(=O)Nc1ccc([N+](=O)[O-])cc1 (stereo unspecified)	0	x	-12	1	-14	0.1	5.0	x
COC(=O)C1=C(C)N(C)C(=NCc2cc(OC)c(OC)c(OC)c2)NC1c1ccc(C(F)(F)F)cc1 (stereo unspecified)	2	x	-6	-1	-7	-0.1	0.0	x
CCCCCCCCN1C(=O)[C@H](CC(=O)N2CCN(C(=O)C3CC3)CC2)C[C@@]2(C(=O)OCC)CCCC=C12	-2	x	-2	-2	-11	-0.2	x	x
